BoNT F protease = BoNT/F light chain protease inhibitors, primary screen, biochemical, flow cytometry, MLPCN library | Botulinum neurotoxin type F light chain protease (Clostridium botulinum) | Multiplex microsphere protease cleavage assay | inhibition, % at 10 µM | 0.22% of 360,000 active | AID 588497, 2011; in the data active = inhibition above about 35%, passing the limit was not always enough; inconclusive = no clear call, values can overlap the other calls; also: plate controls were buffer without enzyme for full effect and enzyme alone for no effect
VHR inh abs = VHR1 phosphatase inhibitors, primary screen, biochemical, absorbance, uHTS | Dual specificity protein phosphatase 3 (Homo sapiens), P51452 | recombinant VHR phosphatase, pNPP absorbance | inhibition, % at 13.3 µM | 0.52% of 290,000 active; in the data active = inhibition above about 50%; also: some compounds called inactive have numbers as strong as hits
BoNT-A LC inh2 = BoNT/A light chain protease inhibitors, primary screen, biochemical, flow cytometry, MLPCN library | inhibition, % at 10 µM | Botulinum neurotoxin type A light chain protease (Clostridium botulinum A str. ATCC 3502) | AID 588499, 2011 | 0.17% of 360,000 active | multiplex microsphere protease substrate cleavage; also: plate controls were buffer without enzyme for full effect and enzyme alone for no effect
PrPC surface inh = inhibitors of human cell surface prion protein PrPC, primary screen, cell-based, TR-FRET; 0.43% of 370,000 active; TR-FRET read-out; inhibition, % at 13.8 µM; Major prion protein (Homo sapiens), P04156; AID 720596, 2013; in the data active = inhibition above about 24%; also: 0% = median of the test wells and 100% = reference compound wells
MazF activator = activators of E. coli MazEF toxin-antitoxin RNase, primary screen, biochemical, fluorescence, uHTS; Endoribonuclease toxin MazF (Escherichia coli (strain K12)), P0AE70; FAM/BHQ RNA-DNA oligo cleavage fluorescence, 5 h; activation, % at 20 µM; 0.32% of 350,000 active; AID 504720, 2011; in the data active = activation above about 50%
Target sequence (P0AE70 whole entry, looked up): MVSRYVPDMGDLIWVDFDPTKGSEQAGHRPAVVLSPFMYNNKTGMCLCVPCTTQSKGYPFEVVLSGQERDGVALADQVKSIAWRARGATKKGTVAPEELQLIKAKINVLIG
Rv3671c protease = Rv3671c serine protease inhibitors, primary screen, biochemical, fluorescence polarization, M. tuberculosis H37Rv | P9WHR9 | inhibition, % at 5.96 µM | 0.048% of 320,000 active | AID 2606, 2010; in the data active = inhibition above about 38%;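 also: extracellular domain of Rv3671c used as enzyme; 0% = enzyme with DMSO and 100% = no enzyme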
Anthrax LF inh2 = Bacillus anthracis LF protease inhibitors, primary screen, biochemical, multiplex microsphere, MLPCN library; Lethal factor (Bacillus anthracis), P15917; multiplex microsphere protease cleavage assay; inhibition, % at 10 µM; 0.12% of 360,000 active; also: plate controls were buffer without enzyme for full effect and enzyme alone for no effect
Target sequence (P15917 whole entry, looked up): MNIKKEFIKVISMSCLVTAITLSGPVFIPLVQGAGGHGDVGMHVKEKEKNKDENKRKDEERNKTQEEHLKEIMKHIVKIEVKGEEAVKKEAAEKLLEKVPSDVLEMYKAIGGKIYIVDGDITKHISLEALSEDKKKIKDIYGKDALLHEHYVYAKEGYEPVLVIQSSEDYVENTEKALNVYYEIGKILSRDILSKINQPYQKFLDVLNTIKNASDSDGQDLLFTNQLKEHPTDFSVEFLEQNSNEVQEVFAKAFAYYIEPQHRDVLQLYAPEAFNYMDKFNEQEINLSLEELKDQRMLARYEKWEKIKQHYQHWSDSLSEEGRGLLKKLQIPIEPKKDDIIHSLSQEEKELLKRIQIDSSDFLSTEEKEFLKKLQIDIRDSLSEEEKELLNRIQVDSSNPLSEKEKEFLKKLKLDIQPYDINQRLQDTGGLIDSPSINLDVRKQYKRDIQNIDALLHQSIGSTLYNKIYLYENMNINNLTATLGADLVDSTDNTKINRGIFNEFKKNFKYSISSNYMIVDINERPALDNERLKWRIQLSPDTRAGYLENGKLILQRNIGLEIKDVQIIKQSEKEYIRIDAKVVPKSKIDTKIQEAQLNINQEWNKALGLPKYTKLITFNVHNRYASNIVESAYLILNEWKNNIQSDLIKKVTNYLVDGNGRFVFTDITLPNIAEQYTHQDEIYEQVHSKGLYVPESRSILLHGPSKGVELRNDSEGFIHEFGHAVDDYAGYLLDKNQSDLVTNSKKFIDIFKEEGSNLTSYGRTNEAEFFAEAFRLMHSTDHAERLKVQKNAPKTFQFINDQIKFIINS
SSB-PriA inh = inhibitors of Klebsiella pneumoniae PriA binding to SSB C-terminal tail, primary screen, biochemical, AlphaScreen; 0.6% of 430,000 active; AID 1272365, 2023; AlphaScreen SSBct-PriA binding, biotinylated peptide; inhibition, % at 33 µM; PriA–SSB C-terminal tail interaction (Klebsiella pneumoniae); in the data active = inhibition mostly above about 37%, no sharp cut-off; inactive = mostly below about 20%;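 also: plate controls were negative control peptide for no effect and reference peptide for full effect; strong numbers were not always called active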
SARS 3CLpro inh = SARS-CoV 3CLpro protease inhibitors, primary screen, biochemical, quenched FRET; inhibition, % at 6 µM; Replicase polyprotein 1ab (Severe acute respiratory syndrome coronavirus), P0C6X7; recombinant SARS-CoV 3CLpro, quenched FRET peptide cleavage; 0.14% of 290,000 active; in the data active = inhibition above about 12%
CCHFV vOTU inh = CCHFV vOTU protease inhibitors, primary screen, biochemical, Pep-AMC substrate, fluorescence. inhibition, % at 11.5 µM. 0.55% of 370,000 active; in the data active = inhibition above about 30%; also: 0% = vehicle wells with enzyme and 100% = no enzyme wells
The depositor's hits bear a star; ? = inconclusive; . = not tested or not shown. Rule as the data show it, unless noted: active = inhibition above about 30%; inconclusive = no clear call, values can overlap the other calls; inactive = below that. This is a subset (hit frequency here may not be typical).

molecule	BoNT F protease	VHR inh abs	BoNT-A LC inh2	PrPC surface inh	MazF activator	Rv3671c protease	Anthrax LF inh2	SSB-PriA inh	SARS 3CLpro inh	CCHFV vOTU inh
COc1cccc(NC(=O)COc2ccc(N3CC(C(=O)NCC(C)C)CC3=O)cc2)c1 (centres undefined)	-7.8	20.7	-0.6	8.7	-9.0	-4.6	-3.2	-14.2	1.8	-4.2
N=c1c(C(=O)NCCN2CCOCC2)cc2c(=O)n3ccccc3nc2n1CCCN1CCOCC1	-2.4	11.5	-1.2	-31.8	6.4	6.5	-1.3	-9.2	0.0	-74.2
CCc1nnc(NC2=NCCC2)s1	-2.1	-4.6	-0.6	3.3	8.5	6.5	-2.0	-5.9	5.1	0.8
Cc1ccc(C(=O)Nc2ccccc2C(=O)N2CC3(C)CC2CC(C)(C)C3)cc1 (centres undefined)	-17.4	4.2	-0.3	-7.5	-2.1	-9.0	-7.4	-9.3	-4.1	18.9
CCOC(=O)C(C(=O)Nc1ccc(C)cc1)C1CCCCC1 (centres undefined)	-3.5	12.5	0.4	6.2	-2.2	4.4	3.7	-9.6	-4.4	11.9
CCC(C)Cn1cnc2c(SCc3ccccn3)nc(N)nc21 (centres undefined)	-5.3	.	0.9	0.3	4.1	.	-3.6	-3.7	.	-5.2
Cc1ccccc1NS(=O)(=O)c1cc(C(=O)NCCC2=CCCCC2)ccc1C	-5.2	14.7	-0.4	-0.7	1.2	-13.7	-7.3	-7.3	7.8	5.3
CN(CCOc1ccccc1)CC(O)COc1ccccc1 (centres undefined)	3.6	27.7	0.9	-2.8	3.6	-3.7	3.5	-1.3	0.7	0.2
O=C1CSC(=S)N1N=Cc1c(O)ccc2ccccc12	12.1	.	15.8	-1.7	590.0*	.	12.3	10.7	.	4.1
Cc1cccc(NC(=O)CN2CCCN(S(=O)(=O)c3ccc(Br)s3)CC2)c1	14.1	21.3	0.2	-1.4	-5.8	2.9	-0.5	-3.2	3.2	9.9
CC(=O)C1=C(c2ccccc2)NC(=O)NC1c1ccc(O)c(Cl)c1 (centres undefined)	?	-4.5	-2.2	-3.6	6.5	.	6.1	-9.2	-1.3	-0.8
O=C1CCCCCN1C(=O)c1ccccc1	?	.	?	-0.5	1.4	.	?	1.8	.	-4.6
O=C1NN(c2ccccc2)C(=O)/C1=C/c1coc2ccccc2c1=O	-1.6	-8.5	0.2	6.6	-1.9	6.0	-2.7	-5.7	4.6	14.3
COc1ccc(CN2CCN(C(=O)c3ccc4nc(N5CCOCC5)sc4c3)CC2)c(OC)c1OC	4.3	14.1	-0.4	-3.2	5.7	1.0	-7.3	-4.8	-3.5	-4.4
O=C1C=CC(=O)N1Cc1ccccn1	-2.2	.	-0.5	0.2	2.5	.	0.5	-7.1	.	-1.8
Cc1csc2nc(SCC(=O)Nc3ccccc3F)[nH]c(=O)c12	-2.5	9.6	-2.0	-1.9	-6.9	-9.5	-3.3	-5.6	-5.7	-2.8
O=C(c1ccc(Cl)c(S(=O)(=O)N2CCCCCC2)c1)N1CCN(CCO)CC1	-11.7	6.5	-1.9	-2.6	-15.6	4.4	0.6	-6.5	-4.8	-2.0
CCC(C)(C)C1CCC2(CC1)NC(=O)N(CC(=O)N(C)CCOc1ccc(Cl)cc1)C2=O (centres undefined)	-9.6	.	-0.5	2.1	-4.6	.	2.1	-32.5	.	-7.5
O=c1[nH]c2ccccc2nc1Cc1ccc(Cl)cc1	-3.4	17.1	-1.4	5.8	8.2	-4.8	-1.6	3.9	2.6	-0.4
COc1cccc2c1cc1c(=O)n(CC(=O)NCCCc3ccccc3)nc(C)n12	9.8	10.7	0.0	.	-9.5	-4.0	-0.1	3.6	-0.8	.
CCOc1ccc2nc(SCC(=O)c3ccc(C)s3)sc2c1	-17.4	0.0	-0.4	2.8	-2.3	-0.5	-1.4	-8.0	-3.9	4.1
Cc1cc(N)n2ncc(-c3ccc(F)cc3)c2n1	-2.6	2.0	0.1	-4.9	8.6	4.3	1.1	-4.1	7.8	0.0
COc1ccc(-c2cc(C(=O)N3CCN(c4ccccn4)CC3)c3ccccc3n2)cc1	-5.5	18.6	-1.0	0.6	0.3	-6.2	-0.9	11.7	-0.9	-18.0
CCOc1ccc(/C=N/NC(=O)c2ccc(Cn3cc(Br)cn3)o2)cc1	1.9	-4.1	0.5	-2.0	2.8	-5.9	0.5	.	5.6	2.6
Cc1ccccc1C(=O)c1cccn1CC(=O)O	-4.6	11.3	-0.3	8.1	-4.3	-0.3	0.5	2.4	0.9	1.6
CCCCC(=O)Nc1cc(C)c(NC(=O)c2ccco2)cn1	-23.9	9.2	1.2	-2.7	4.0	7.7	-6.2	-20.4	4.0	-1.9
COc1ccc(/C=C/C(=O)OC2CCCN(C)C2)cc1 (centres undefined)	-2.8	25.7	-0.6	1.5	3.8	1.8	-0.1	-12.9	-6.9	8.8
c1cncc(-c2noc(C34CC5CC(CC(C5)C3)C4)n2)c1	.	24.4	.	2.6	-14.9	3.1	.	-22.9	1.0	4.2
Cc1cccn2c(=O)c(C=NCCO)c(NCc3ccco3)nc12	1.4	22.9	0.8	4.5	-6.8	-6.0	2.7	-0.4	-3.6	5.4
COc1cc(/C=N/N2CCN(c3ccccc3)CC2)cc(OC)c1OC(C)=O	-3.0	-3.8	-1.7	-2.2	-9.7	7.1	7.2	.	1.9	-10.0

Shown field by field: three of the compounds above
COc1ccc(-c2cc(C(=O)N3CCN(c4ccccn4)CC3)c3ccccc3n2)cc1
  BoNT F protease: -5.5
  VHR inh abs: 18.6
  BoNT-A LC inh2: -1.0
  PrPC surface inh: 0.6
  MazF activator: 0.3
  Rv3671c protease: -6.2
  Anthrax LF inh2: -0.9
  SSB-PriA inh: 11.7
  SARS 3CLpro inh: -0.9
  CCHFV vOTU inh: -18.0

Cc1cccn2c(=O)c(C=NCCO)c(NCc3ccco3)nc12
  BoNT F protease: 1.4
  VHR inh abs: 22.9
  BoNT-A LC inh2: 0.8
  PrPC surface inh: 4.5
  MazF activator: -6.8
  Rv3671c protease: -6.0
  Anthrax LF inh2: 2.7
  SSB-PriA inh: -0.4
  SARS 3CLpro inh: -3.6
  CCHFV vOTU inh: 5.4

COc1cc(/C=N/N2CCN(c3ccccc3)CC2)cc(OC)c1OC(C)=O
  BoNT F protease: -3.0
  VHR inh abs: -3.8
  BoNT-A LC inh2: -1.7
  PrPC surface inh: -2.2
  MazF activator: -9.7
  Rv3671c protease: 7.1
  Anthrax LF inh2: 7.2
  SSB-PriA inh: .
  SARS 3CLpro inh: 1.9
  CCHFV vOTU inh: -10.0

Remaining list, next part.
molecule	BoNT F protease	VHR inh abs	BoNT-A LC inh2	PrPC surface inh	MazF activator	Rv3671c protease	Anthrax LF inh2	SSB-PriA inh	SARS 3CLpro inh	CCHFV vOTU inh
CCCn1c(=O)[nH]c(=O)c2c1nc(-c1ccc(OC(F)F)c(OC)c1)n2CCOC	3.6	13.3	-0.4	-8.5	-3.6	-5.4	-2.2	-15.8	-0.8	1.0
FC(F)(F)c1cnc(COc2cc(Cl)cc(Cl)c2)c(Cl)c1	?	13.1	-2.0	0.8	5.9	-2.4	10.6	-33.1	-0.1	-9.5
O=C(COc1ccc2ccc(=O)oc2c1)Nc1c(Cl)cccc1C(F)(F)F	-4.7	0.3	-0.4	-5.0	5.5	4.9	-6.3	-7.8	-2.0	-11.7
O=C(NCc1ccco1)C1(c2ccccc2)CCCC1	6.9	3.5	1.3	-0.4	6.9	-0.8	-3.1	-2.1	-1.1	8.6
CC(C)(C)c1ccc(-c2nc(NCc3cccnc3)c3ccccc3n2)cc1	-10.4	7.5	-0.8	7.2	-13.7	-43.5	-2.8	-8.1	-0.6	-1.4
Cc1ccc(S(=O)(=O)N2CCC(=O)N(CCOCc3cccc(C(F)(F)F)c3)CC2)cc1	-4.7	-7.3	-0.3	2.4	-3.1	2.7	-3.9	2.3	-2.6	12.7
Cn1nc([N+](=O)[O-])nc1Oc1ccc(C(C)(C)C)cc1	3.2	-1.2	0.4	-26.1	2.8	-3.5	8.1	9.6	0.6	-8.8
OCCC1CN(Cc2ccncc2)CCN1C1CCCC1 (centres undefined)	-1.1	3.9	-0.1	4.2	3.3	-9.9	-0.1	-5.5	4.7	6.7
CSC(=NCc1ccco1)NC#N	-2.3	7.7	-0.9	-3.3	-2.6	-0.5	-2.8	-7.8	-2.3	3.6
CCOc1cc(-c2nc(C)c(C(C)=O)n2O)ccc1OCC(=O)Nc1cccc(C)c1	-7.3	6.9	-0.5	0.3	7.2	17.2	1.4	5.4	1.6	3.6
Cc1cc(Cl)ccc1N(CC(=O)NCc1ccc2c(c1)OCO2)S(C)(=O)=O	-7.8	13.9	-1.3	0.0	7.7	13.0	2.0	-8.4	2.6	-4.0
COC(=O)c1sc(NC(=O)COc2c(C)cccc2C)nc1C	-2.6	23.4	-0.2	0.0	3.7	-0.6	2.2	-4.7	0.8	-12.3
CC(=O)c1cnc2cc(-c3cccc(Br)c3)nn2c1C	-7.4	18.8	-0.7	6.5	-22.2	5.8	-3.6	-3.0	5.2	-12.3
CCc1ccc(NC(=O)CCc2nnc3ccc(N4CCC5(CC4)OCCO5)nn23)cc1	-1.5	16.6	0.3	-0.6	3.6	-4.4	1.6	-2.4	-3.7	-2.5
COc1ccc2c(c1)CN(C)S(=O)(=O)c1ccccc1-2	-10.5	.	0.1	5.4	10.1	.	0.9	-6.4	.	11.6
CCCCC(=O)Nc1ccc(NC(=O)c2cccs2)cn1	-11.5	.	-0.8	5.1	5.5	1.6	-2.7	-1.9	-0.3	4.2
Brc1ccc(-c2csc(NC3=NCCCCC3)n2)cc1	-4.1	8.3	-0.9	-4.3	-8.3	4.7	-5.0	-1.6	6.9	6.0
Cc1ccc(C(=O)C(C)N(C(=O)c2ccc(Cl)cc2Cl)N2C(=O)CCCC2=O)cc1 (centres undefined)	-2.4	11.8	-0.5	1.6	4.5	-0.6	-2.6	10.8	4.7	-5.3
COC(=O)c1c(NC(=O)c2ccc(S(=O)(=O)N3CCOCC3)cc2)sc2c1CCN(C(C)C)C2	15.1	-14.4	2.4	-3.5	-4.8	-1.3	-2.8	4.0	-10.2	0.4
CC1(C(=O)NS(=O)(=O)c2ccc(Cl)cc2)CCN1C(=O)c1ccco1 (centres undefined)	-9.3	.	-0.1	5.0	.	.	-2.3	.	.	-4.5
